Source: PubChem BioAssay (National Center for Advancing Translational Sciences (NCATS))
Tau fluor counter: counter-screen for tau fibril formation inhibitors. Potency, µM (doses to about 57.7 µM), for inactives: top-dose activity change, negative = decrease. tau K18 P301L Alexa594 fluorescence, heparin fibrillization. 280,000 compounds, 0.93% hits; note: % is set by controls: 0 for no effect and ±100 for the full control effect; nearly all actives have a fitted effect of over 55% in size
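Human tau K18 P301L (15 uM unlabeled, 0.24 uM Alexa 594-labeled) in 100 mM sodium acetate pH 7 with 20 uM heparin, 6 hr at 37 C. ThT 30 uM added, 1 hr ambient; Alexa 594 FP and total fluorescence read at 555/632 nm.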
HTT ATP protect: Huntington cell model cytoprotection by ATP luminescence; PC12 HTT-Q103 induced, cytoprotection, ATP luminescence, 40 h; Potency, µM (titrated, usually from 56.4 µM), for the others: cytoprotection (ATP increase), actives largely listed as activators; 230,000 compounds, 0.14% hits; AID 1471;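 note: % of control where 0% means no effect; nearly all actives have a fitted effect of over 45% in size; toxic huntingtin expression switched on by the ecdysone agonist tebufenozide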
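Rat PC12, Q103 Htt exon1-GFP fusion, ecdysone promoter; tebufenozide inducer 100 nM final; compound titration; qHTS, 1500 cells/well; ATPlite luminescent read.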
ALDH1A1 block: blocks purified human ALDH1A1 activity; Purified ALDH1A1, NADH fluorescence, propionaldehyde substrate; P00352; 220,000 compounds, 7.3% hits; Potency, µM (doses to about 75.3 µM), inactives show at the highest dose activity, negative = inhibition, hits mostly inhibitors; active = well fitted inhibition curve with a large enough effect, not every such curve was filed as active; inconclusive = small, poorly fitted or top-dose-only effect, or another doubt; inactive = no such curve, though single readings can be large or run the other way;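 note: plate controls were no enzyme wells and a reference inhibitor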
Target sequence (P00352 whole entry, looked up): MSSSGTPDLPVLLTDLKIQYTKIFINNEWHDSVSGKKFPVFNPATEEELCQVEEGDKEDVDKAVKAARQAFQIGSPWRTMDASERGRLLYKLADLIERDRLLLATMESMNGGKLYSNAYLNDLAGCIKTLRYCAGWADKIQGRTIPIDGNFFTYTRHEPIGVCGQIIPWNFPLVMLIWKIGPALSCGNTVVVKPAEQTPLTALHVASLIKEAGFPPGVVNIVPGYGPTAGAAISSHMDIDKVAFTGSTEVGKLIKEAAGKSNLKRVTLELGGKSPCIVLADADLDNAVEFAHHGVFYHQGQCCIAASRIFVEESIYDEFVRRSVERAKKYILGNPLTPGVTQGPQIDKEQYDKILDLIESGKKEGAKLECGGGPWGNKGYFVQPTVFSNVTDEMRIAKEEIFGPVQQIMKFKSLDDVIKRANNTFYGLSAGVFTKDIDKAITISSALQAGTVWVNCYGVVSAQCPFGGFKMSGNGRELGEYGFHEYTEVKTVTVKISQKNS
Tau ThT inhib: blocks human tau fibril formation measured by thioflavin T | P10636 | recombinant tau K18 P301L, heparin-induced fibrillization, ThT fluorescence | Potency, µM (highest dose often 57.4 µM), without a hit: at the top dose activity, negative = inhibition, most hits filed as inhibitors | 270,000 compounds, 2.1% hits; note: % is set by controls: 0 for no effect and ±100 for the full control effect; nearly all actives have a fitted effect of over 55% in size
Target sequence (P10636 561-689 P618L limits assumed): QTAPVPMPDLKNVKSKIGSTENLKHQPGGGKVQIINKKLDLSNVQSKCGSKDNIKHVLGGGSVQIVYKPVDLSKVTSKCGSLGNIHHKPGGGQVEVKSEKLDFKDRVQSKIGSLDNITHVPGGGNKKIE
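Fibril formation assay: tau K18 P301L at 15 uM with trace Alexa 594 label, heparin inducer 20 uM, pH 7 sodium acetate buffer, 37 C for 6 hr; endpoint ThT signal.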
SMN2 splice up: increases expression of the SMN2 splice variant; 210,000 compounds, 2.8% hits; AID 1458; Potency, µM (doses to about 46.1 µM), without a hit: at the top dose activity change, positive = activation, most hits filed as activators; HEK293 SMN2-luciferase splicing reporter, luminescence, 30-36 h; note: % of control where 0% means no effect; nearly all actives have a fitted effect of over 55% in size
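HEK293 cells carry an SMN2 […]–luciferase reporter in which exon 7 inclusion puts luciferase in frame. Cells were plated 10-12 h before compound addition, then incubated 30-36 h at 37C. ONE-Glo luminescence was read; sodium butyrate at 4.5 mM final served as control.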
JMJD2E inh: JMJD2E (human) inhibition | Potency, µM (highest dose often 57.1 µM), for the others: top-dose activity change, negative = inhibition, hits mostly inhibitors | 230,000 compounds, 1.6% hits | JMJD2E catalytic domain, FDH-coupled NADH fluorescence (FDH is formaldehyde dehydrogenase) | B2RXH2 | AID 2147; active = well fitted inhibition curve with a large enough effect, not every such curve was filed as active; inconclusive = small, poorly fitted or top-dose-only effect, or another doubt; inactive = no such curve, though single readings can be large or run the other way;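 note: 0% = wells with enzyme and -100% = buffer wells without enzyme; nearly all actives have a fitted effect of over 50% in size; many of its hits are not listed in these tables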
Target sequence (B2RXH2 1-337 limits assumed): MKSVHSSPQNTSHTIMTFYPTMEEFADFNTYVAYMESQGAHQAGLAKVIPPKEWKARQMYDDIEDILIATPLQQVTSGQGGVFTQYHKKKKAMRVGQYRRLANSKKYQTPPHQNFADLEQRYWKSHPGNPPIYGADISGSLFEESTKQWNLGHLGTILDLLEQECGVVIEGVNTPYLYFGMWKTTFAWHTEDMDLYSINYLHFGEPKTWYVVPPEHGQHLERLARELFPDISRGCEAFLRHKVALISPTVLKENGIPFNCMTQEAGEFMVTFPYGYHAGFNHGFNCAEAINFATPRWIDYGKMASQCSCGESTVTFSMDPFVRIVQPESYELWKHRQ
HTT aggregate: mutant huntingtin aggregation inhibition; PC12 HttQ103-GFP aggregates, Acumen cytometry, 40 h; Potency, µM (highest dose often 46.1 µM), for inactives: top-dose activity change, negative = inhibition, hits mostly inhibitors; 220,000 compounds, 1.1% hits; note: % is set by controls: 0 for no effect and ±100 for the full control effect; nearly all actives have a fitted effect of over 60% in size
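PC12/HTTQ103-GFP, ecdysone-inducible; teb 100 nM; cpd qHTS titration; GFP aggregates read on laser cytometer, Ex 488/Em 500-530 nm.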
Tau FP inhib: tau fibrillization inhibition (FP); K18 P301L tau heparin fibrillization, Alexa594 FP, 6 h; 280,000 compounds, 0.39% hits; Potency, µM (series often up to 57.7 µM), inactives show at the top dose activity, negative = inhibition, most hits filed as inhibitors; P10636; note: % is set by controls: 0 for no effect and ±100 for the full control effect; nearly all actives have a fitted effect of over 55% in size
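Steps: dispense K18 P301L tau (15 uM plus 0.24 uM Alexa 594 tracer, final) in pH 7 sodium acetate; add compound; add heparin (20 uM final); incubate 6 hr, 37 C; add ThT (30 uM final); after 1 hr ambient, read FP.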
Starred values were filed as active, the others as inactive; ? = inconclusive; · = not tested or not shown; [ ] = remark or other dose. Unless noted, calls come from the whole dose curve; as a rule, active = well fitted curve in the direction sought with a large enough effect; inconclusive = small, poorly fitted or top-dose-only effect, or another doubt; inactive = no such curve, though single readings can be large; an effect the other way counts as inactive or inconclusive. Potency is the fitted concentration of half-maximal effect.

SMILES	Tau fluor counter	HTT ATP protect	ALDH1A1 block	Tau ThT inhib	SMN2 splice up	JMJD2E inh	HTT aggregate	Tau FP inhib
O=C(COc1ccc(Cl)cc1)NCc1nnc(SCC(=O)NCC2CCCO2)o1 (stereo unspecified)	4%	-40%[inhibitor]	12%	7%	-1%	0%	9%	?
CCO[C@H]1OC(C(=O)NCc2nc3ccccc3[nH]2)=C[C@@H](C2CC2)[C@@H]1CCCO	-2%	-49%[inhibitor][10 µM]	3%	3%	·	0%	-7%[9.22 µM]	-3%
COc1ccccc1NC(=O)CSc1nnc(COc2ccc(Cl)cc2)n1Cc1ccco1	-13%	-12%	-15%	?	-9%	?	28%	2%
CC(=O)c1c(C)nc(-c2ccc(Cl)cc2)nc1N=CN(C)C	-7%	4%[10 µM]	?	-4%	11µM*	?	15%	-2%
CC(=O)c1cc(NC(=O)c2ccccc2)c(=O)oc1/C=C/N(C)C	-11%	-24%	-15%	?	-6%	-2%	13%	-3%
CCc1nc(OCC(=O)c2ccccc2)c(C#N)c2c1COC(C)(C)C2	-19%	-52%[inhibitor]	6.3µM*	-12%	-20%	-2%	-19%	4%
CCOC(=O)N1CCC(Nc2c(NCCCN3CCN(c4ccc(OC)cc4)CC3)c(=O)c2=O)CC1	-19%	-8%[10 µM]	·	-11%	·	2%	-7%[9.22 µM]	5%
O=C1NN(c2ccccc2)C(=O)/C1=C/c1cccs1	-16%	33%[10 µM]	?	?	3%	-6%	12%	4%
Cc1cnc(CNc2ccnc(-c3ccc(C(=O)N(C)C)cc3)n2)cn1	-1%	-11%	-6%	-5%	-2%	-10%	·	3%
COc1ccc(-c2cc(N)n(S(=O)(=O)Cc3ccccc3)n2)c(OC)c1	-9%	-12%	-1%	-5%	21%	3%	10%	7%
Cc1ccc(C(=O)Nc2ccc(N3CCOCC3)cc2)cc1	-17%	-7%	11%	-16%	·	2%	-3%	-8%
COc1cc2[nH]c(=O)n(CCCCCC(=O)NCCCN3CCCC3=O)c(=O)c2cc1OC	-1%	-3%[10 µM]	?	-8%	2%	?	-9%	10%
O=C(C1CCC1)N1CCc2cc(S(=O)(=O)NC3CCCC3)ccc21	1%	-15%	-9%	-4%	-26%	4%	?	7%
COCCCn1c(=O)/c(=C\c2ccccc2OC(C)C)s/c1=C(/C#N)C(=O)Nc1ccc(C(=O)O)cc1	-17%	-2%[10 µM]	·	?	·	-8%	13%[9.22 µM]	4%
CC1(C)C2CC=C(/C=N/NC(=O)c3ccccc3Br)C1C2 (stereo unspecified)	-3%	-5%[10 µM]	16%	-2%	-5%	-7%	-5%	4%
O=C(NCc1cccs1)C1CCN(c2ccc(S(=O)(=O)N3CCOCC3)cc2Cl)CC1	-9%	-66%[inhibitor]	0%	-6%	-18%	8%	?	11%
O=C(CSc1nccc(-c2cccs2)n1)Nc1cccc(Cl)c1Cl	?	-17%[10 µM]	?	-1%	·	-18%	-10%[9.22 µM]	?
CC(C)(S)[C@H](N)C(=O)O	-4%	-9%[10 µM]	12%[13.5 µM]	-1%	4%[9.22 µM]	-13%	·	0%
O=C(Cn1nc(-c2ccc(Cl)cc2)ccc1=O)NCc1ccc2c(c1)OCO2	-21%	-38%[inhibitor]	0%	-14%	2%	-5%	1%	-4%
O=S(=O)(c1cccc(F)c1)N1CCc2sccc2C1c1ccc(OC(F)(F)F)cc1 (stereo unspecified)	-23%	9%[10 µM]	·	-17%	·	-7%	-8%[9.22 µM]	-14%
N#Cc1cccc(NC(=O)CSc2ccc3c4c(cccc24)C(=O)c2ccccc2-3)c1	?	-29%	18µM*	?	20%	8%	7.9µM*	-14%
Cc1cccc(OCCCC(=O)O)c1	-3%	-1%[10 µM]	5%	-11%	1%	10%	-11%	-4%
CC(C)(C)OC(=O)N1CCN(c2ccc([N+](=O)[O-])cc2)CC1	-14%	-43%	?	4µM*	-19%	-6%	-10%	-2%
C(=N\Nc1nc2ccccc2s1)/c1ccco1	?	-41%[inhibitor]	-4%	?	1.6µM*	?	-17%	?
Cc1c(Cl)cc(-n2cnnn2)cc1[N+](=O)[O-]	-9%	-32%[inhibitor]	-1%	-13%	3%	-2%	-21%	-4%
CC(C)(C)OC(=O)NCCc1nnc(SCc2ccc(Cl)cc2Cl)o1	-12%	-36%	?	-13%	-40%[inhibitor]	?	?	9%
O=[N+]([O-])c1ccc(OCc2cccc(COc3ccc([N+](=O)[O-])cc3)n2)cc1	0%	30%[10 µM]	5%	-15%	-27%	1%	8%	-13%
COc1ccccc1OCc1csc(N)n1	-7%	-23%	?	-3%	14%	-7%	17%	-2%
Cc1cc(C)nc(SCc2ccc(C(=O)N/N=C/c3ccccc3C(=O)O)cc2)n1	-4%	2%[10 µM]	?	-16%	10%	10%	5%	-4%
Cc1ccnc(SCC(=O)c2ccc(Br)s2)n1	-2%	-15%	-8%	3%	15%	-4%	9%	4%
Cc1nc(N[C@@H](Cc2c[nH]c3ccccc23)C(=O)O)c2oc3ccccc3c2n1	-13%	-12%	-55%	?	2%	-14%	?	6%
Cc1ccc(-c2nnn(CC(=O)N(c3ccccc3F)C(C(=O)NCC3CCCO3)c3c[nH]c4ccccc34)n2)cc1 (stereo unspecified)	-24%	-42%[inhibitor]	-8%	-9%	8%	4%	-12%	0%
Cc1nc(Cl)c(C(=O)NC(C)(C)C)c(C)c1Cl	-6%	20%[10 µM]	7%	-4%	-14%[1.84 µM]	-1%	13%	1%
COc1ccc2cnnc(SCC(=O)Nc3ccc(C(C)=O)cc3)c2c1OC	-19%	36%[10 µM]	4%	?	-11%	-7%	9%	-11%
COc1ccc(Nc2nc3ccc(Cl)cc3n3nnnc23)cc1OC	?	·	·	?	9%	·	·	10%
CC1=C(C)CC(C(=O)NNC(=O)c2cccc(Cl)c2)C(C(=O)O)C1 (stereo unspecified)	5%	·	11%	-2%	6%	10%	18%	8%
COc1cccc(-c2nnc3n2N=C(c2cccc(Br)c2)CS3)c1	8%	7%	3%	-1%	-6%	2%	7%	-1%
O=C(NCc1cccnc1)C1CC(=O)N(CCc2ccccc2)C1 (stereo unspecified)	-5%	-5%	-4%	0%	15%	-2%	10%	-3%
CN(C(=O)C(=O)Nc1ccc2nc3n(c(=O)c2c1)CCCCC3)c1cccc(C(F)(F)F)c1	-3%	·	·	4%	-8%	·	·	1%
O=C(N/N=C/c1ccc[nH]1)c1ccccc1[N+](=O)[O-]	-12%	21%[10 µM]	-3%	-17%	-6%	0%	13%	6%

Copied from above (two entries):
SMILES	Tau fluor counter	HTT ATP protect	ALDH1A1 block	Tau ThT inhib	SMN2 splice up	JMJD2E inh	HTT aggregate	Tau FP inhib
Cc1nc(N[C@@H](Cc2c[nH]c3ccccc23)C(=O)O)c2oc3ccccc3c2n1	-13%	-12%	-55%	?	2%	-14%	?	6%
Cc1ccc(-c2nnn(CC(=O)N(c3ccccc3F)C(C(=O)NCC3CCCO3)c3c[nH]c4ccccc34)n2)cc1 (stereo unspecified)	-24%	-42%[inhibitor]	-8%	-9%	8%	4%	-12%	0%

(next part)
SMILES	Tau fluor counter	HTT ATP protect	ALDH1A1 block	Tau ThT inhib	SMN2 splice up	JMJD2E inh	HTT aggregate	Tau FP inhib
O=[N+]([O-])c1ccc2oc(-c3ccccc3)nc2c1	-8%	-25%	6%	-13%	16µM*	9%	13%	-2%
CCOC(=O)C1(CCOc2ccccc2)CCN(Cc2cnc(C)s2)CC1	0%	4%[10 µM]	16µM*	-9%	·	-8%	7%[9.22 µM]	4%
CCCCC/C=C\C\C=C/C=C/C=C/[C@@H](SC[C@H](N)C(=O)NCC(=O)O)[C@@H](O)CCCC(=O)O	-5%	6%	-1%	-6%	-10%	·	·	-8%
CCOC(=O)c1ccc(N/C=C/C(=O)c2ccc(OC)cc2)cc1	1%	-55%[inhibitor]	9%	?	-9%	2%	0%	4%
COc1cc(C2NC(=O)CS2)cc(OC)c1OC (stereo unspecified)	0%	·	12%	-4%	-13%	12%	-2%	11%
COc1cc(O)oc1C=Nc1ccc(Cl)cc1	-21%	-2%	?	?	-6%	-8%	9%	?
C=C1CCC(=O)C(C)CCC2C1CC2(C)C (stereo unspecified)	-5%	·	-6%	1%	6%	-1%	·	-15%
COCc1cc(=O)[nH]c(/N=C(\N)Nc2cccc(Cl)c2)n1	-1%	·	4%	-9%	1%	-5%	-4%	-4%
Cc1cc(NC(=O)c2cc(CC(C)C)on2)n(-c2ccccc2)n1	-3%	-12%	-9%	-1%	12%	-12%	-14%	5%
OCCCNC(=S)Nc1ccc(Oc2ccccc2)cc1	-17%	·	?	-8%	2%	-9%	22%	-2%
Cc1cccc(-c2c3c(=O)n(C)c(=O)n(C)c3cn2CCO)c1	3%	11%[0.074 µM]	?	-17%	0%	-8%	5%	-3%
COCC(=O)NC1CCN(CC(=O)Nc2ccccc2[N+](=O)[O-])CC1	-4%	0%[10 µM]	-13%	0%	-21%	-2%	-10%[9.22 µM]	1%
Cc1ccc(S(=O)(=O)Nc2ccc3c(c2)nc(CN2CCCC2)n3C)cc1	-3%	-2%	-5%	-7%	2%	2%	11%[9.22 µM]	8%
CSc1cccc(NC(=O)Nc2nc3c(C)cccc3s2)c1	?	-52%[inhibitor][10 µM]	·	-7%	·	?	-23%[9.22 µM]	?
CCc1nc(N2CCC(C)CC2)c2oc3ccccc3c2n1	-5%	-20%	?	?	·	?	-27%	-11%
Cc1ccccc1C(=O)NC1CCN(CC(=O)Nc2nccs2)CC1	15%	8%[1.9 µM]	-4%	11%	-7%	2%	-28%	14%
COc1cccc(/C=N/NC(=O)CCc2ccccc2)c1	-5%	-11%	23%	-4%	-4%	7%	-10%	1%
O=C1CC(c2ccccc2)CC(O)=C1C=Nc1ccc(O)cc1 (stereo unspecified)	-25%	-10%[10 µM]	?	?	-7%	?	4%[9.22 µM]	-2%
Cc1ccc(S(=O)(=O)N2CCN(C(=O)c3ccccc3)CC2)cc1	-9%	-4%	-8%	-8%	-30%	-1%	-1%[9.22 µM]	-2%
COc1cc(/C=N/NC(=O)CCn2cnc(-c3ccccc3)c2-c2ccccc2)ccc1O	-20%	3%[10 µM]	?	-12%	5%	-10%	10%	13%
CC(=O)C1=C(C)NC(SCC(=O)c2ccc(F)cc2)=C(C#N)C1CC(C)C (stereo unspecified)	-7%	·	11%	6%	-28%	8%	6%	1%

These rows are one share of the data; rates above refer to the full screens.
